Cneo AK release – Cryptococcus neoformans lysis via adenylate kinase release; C. neoformans lysis, adenylate kinase release luminescence, 4 h; normalised: neutral wells 0, clomiphene wells 100; lysis activity, % at 15 µM; 0.2% of 360,000 active;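 active means mean lysis activity across replicates of at least 80%, whatever share of replicates individually reach that level; inactive means mean lysis activity below 80%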
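Schedule: static 4 h at 37 °C with compound, 1 h detection; system: C. neoformans cells; benchmarks: Clomiphene as positive control; buffer or medium: fresh YPD medium; measure: luminescence rise reflecting yeast cell lysis; measured by: luminescent adenylate kinase detection reagent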
ERAP1 inh – blocks human ERAP1 aminopeptidase activity. Q9NZ08. recombinant ERAP1, Leu-AMC fluorescence, 60 min. inhibition, % at 10.7 µM. 0.15% of 340,000 active;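 active means mean replicate inhibition of at least 30%, or all replicates individually reaching that 30% level; inactive means mean below 30% and not every replicate reaching it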;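 further: 0% = neutral control wells and 100% = L-leucinethiol positive control wells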
PglD inh – PglD (C. jejuni) enzyme inhibition. AID 602405. 0.098% of 360,000 active. inhibition, % at 12.5 µM. purified PglD enzyme, DTNB colorimetric CoA detection; in the data active means inhibition above about 16%, passing the limit was not always enough; further: strong numbers were not always called active
RAD52 inh – RAD52 (human) annealing inhibition; recombinant RAD52 DNA annealing, FRET fluorescence; inhibition, % at 18.7 µM; 0.46% of 360,000 active; P43351;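 active means every replicate showing at least 50% inhibition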
Target sequence (P43351 whole entry, looked up): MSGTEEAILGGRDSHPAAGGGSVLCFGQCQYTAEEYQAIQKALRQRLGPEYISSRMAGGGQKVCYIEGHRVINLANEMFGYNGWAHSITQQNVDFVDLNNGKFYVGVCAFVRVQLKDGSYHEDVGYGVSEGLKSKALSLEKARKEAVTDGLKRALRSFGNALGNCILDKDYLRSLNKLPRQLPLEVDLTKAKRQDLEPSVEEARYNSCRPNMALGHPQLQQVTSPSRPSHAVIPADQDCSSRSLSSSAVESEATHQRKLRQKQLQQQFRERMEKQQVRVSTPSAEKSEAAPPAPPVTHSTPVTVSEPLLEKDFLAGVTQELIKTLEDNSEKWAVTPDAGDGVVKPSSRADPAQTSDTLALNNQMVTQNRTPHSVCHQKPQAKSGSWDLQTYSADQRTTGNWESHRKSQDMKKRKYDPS
PGC1a acetyl inh – PGC1a acetylation modulation, inhibitor mode | U2OS PGC1a acetylation, AlphaScreen anti-acetyl-lysine; with virally co-expressed GCN5 acetyltransferase | inhibition, % at 15.6 µM | AID 651687 | 0.17% of 350,000 active;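 active means every replicate shows inhibition of at least 40%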;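 further: 0% = neutral control wells and 100% = positive control wells; some results beyond the cut were filed as inactive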
miR122 inh – blocks miR-122 activity in Huh7 sensor cells | 0.3% of 340,000 active | Huh7 miR-122 Renilla luciferase sensor, 48 h; neutral wells = 0, positive control = 100 | activation (reporter increase), % at 12.5 µM;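 active means mean replicate activation score at least 90 and every replicate individually at or above 90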;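 further: higher luciferase means less miR-122 activity so hits act as miR-122 inhibitors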
RAD54 branch – RAD54 (human) branch migration inhibition; Q92698; RAD54 Holliday junction branch migration, FAM/BHQ fluorescence; 0.14% of 360,000 active; inhibition, % at 10.4 µM; AID 602329;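 active means mean normalized replicate activity at least 40 and at least half of replicates scoring 40 or more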;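 further: 0% = median of neutral control wells and 100% = median of positive control wells; inhibitors cause a drop in the FAM fluorescence signal; in these data hits start at about 50%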
E-selectin induc – induces E-selectin expression in human endothelial cells | AID 686992 | activation, % at 7.58 µM | 0.37% of 260,000 active | P16581 | HUVEC E-selectin immunofluorescence imaging; normalized: neutral wells 0, TNF-alpha wells 100;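 active means mean E-selectin-positive cell signal at least 10% of the positive control, reached in at least 60% of replicates, without over 20% cell loss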;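 further: in these data hits start at about 27%; measured in HUVEC primary endothelial cells; signal is the percent of cells scored E-selectin positive by PE staining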
Target sequence (P16581 whole entry, looked up): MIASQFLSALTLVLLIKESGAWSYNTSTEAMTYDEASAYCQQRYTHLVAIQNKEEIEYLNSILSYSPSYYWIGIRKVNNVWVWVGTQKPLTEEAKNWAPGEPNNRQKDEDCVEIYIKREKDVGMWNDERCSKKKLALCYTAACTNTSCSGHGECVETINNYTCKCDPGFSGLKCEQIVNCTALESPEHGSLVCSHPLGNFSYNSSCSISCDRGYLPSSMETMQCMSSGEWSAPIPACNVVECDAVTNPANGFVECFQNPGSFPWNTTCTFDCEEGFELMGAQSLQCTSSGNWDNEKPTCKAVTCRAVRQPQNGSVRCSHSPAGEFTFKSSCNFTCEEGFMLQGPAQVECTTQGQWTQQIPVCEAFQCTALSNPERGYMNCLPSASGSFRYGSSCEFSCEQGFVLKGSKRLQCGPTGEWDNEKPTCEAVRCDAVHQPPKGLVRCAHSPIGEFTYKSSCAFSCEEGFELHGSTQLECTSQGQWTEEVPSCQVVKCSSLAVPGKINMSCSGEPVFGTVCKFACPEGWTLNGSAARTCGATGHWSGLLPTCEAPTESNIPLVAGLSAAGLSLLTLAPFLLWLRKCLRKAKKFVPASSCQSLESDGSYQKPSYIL
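material = human umbilical vein endothelial cells (HUVEC), E-selectin induction | quantity = 3,000 cells/well | medium = EGM-2 growth medium on 0.1% gelatin-coated wells | technique = immunofluorescence imaging | read-out basis = % PE-positive cells | control set = TNF-alpha positive control, DMSO neutral control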
Starred values were filed as active, the others as inactive; x = no result given; & = joins results of further samples; [ ] = another dose, or the depositor's remark.

SMILES | Cneo AK release | ERAP1 inh | PglD inh | RAD52 inh | PGC1a acetyl inh | miR122 inh | RAD54 branch | E-selectin induc
C[C@H]1CN([C@@H](C)CO)C(=O)c2cccc(NC(=O)C3CC3)c2O[C@H]1CN(C)C(=O)Nc1cccc2ccccc12 | 2.4 | -1.5 | 0.7 | 17.5 | x | 5.6[16.7 µM] | -12.5 | -0.2
COc1cc(/C=N/n2nnnc2Nc2ccccc2)cc(OC)c1OC | 4.8 | x | 1.3 | x | -9.3 | 1.4 | -6.6 | x
O=C(N[C@H]1CC[C@@H](CCn2cc(-c3ccccc3)nn2)O[C@@H]1CO)c1ccccc1F | 6.7 | 1.9 | 1.1 | 1.4 | 3.4 | x | 4.0 | -0.7
COc1ccc(/C=C2\SC(=S)N(CC(=O)OCC(=O)Nc3ccc([N+](=O)[O-])cc3OC)C2=O)cc1 | x | -0.1 | x | -15.9 | 16.2 | x | x | -1.7
COc1ccc(S(=O)(=O)N(C)C[C@H]2OCCCC[C@H](C)Oc3ccc(NC(=O)C4CCCCC4)cc3C(=O)N([C@@H](C)CO)C[C@@H]2C)cc1 | 2.3 | -1.3 | 0.1 | -9.3 | -13.0 | 0.0[16.7 µM] | -6.8 | 0.0
COc1ccccc1CCC(=O)NNC(=O)c1cccs1 | -0.2 | -1.4 | -0.3 | -5.0 | -4.9 | -6.3 | -4.8 | 0.0
N#C/C(=C\N1CCCCC1)S(=O)(=O)c1ccc(Cl)cc1 | -0.4 | 0.9 | 5.5 | -4.9 | -11.6 | 8.6 | -2.0 | 0.9
CC(C)N(C(=O)c1ccc(C(=O)Nc2ccc([N+](=O)[O-])cc2)cc1)C(C)C | 0.2 | x | -3.8 | x | -1.5 | -1.5 | -6.5 | x
C[C@@H]1CN([C@H](C)CO)C(=O)c2cc(NC(=O)CCCN(C)C)ccc2O[C@@H](C)CCCCO[C@@H]1CN(C)Cc1ccc(C(F)(F)F)cc1 | 3.1 | -1.0 | -1.6 | 26.9 | -1.3 | -12.8[16.7 µM] | 11.4 | 0.1
COc1ccc2[nH]cc(CCNC(C)=O)c2c1 | -0.2 | -0.3 | -2.1 | 5.2 | -8.4 | 2.8 | 4.0 | 0.1
OCC1(Cc2ccccc2)CCCN(Cc2cnn(-c3ccccc3)c2)C1 (configuration not stated) | 2.3 | 6.9 | 0.6 | -17.5 | 15.5 | -1.3 | -3.6 | x
CCC(=O)N1CC2(CN(Cc3ccc(Cl)cc3)C2)c2c(n(C)c3cc(OC)ccc23)[C@H]1CO | x | -3.3 | x | -7.7 | -5.5 | x | x | 0.3
N#CC1=C(N)C(C#N)(C#N)C(c2ccc[nH]2)C2CCCC=C12 (configuration not stated) | 3.5 | 4.9 | -1.9 | -443.8 | -8.1 | -3.6 | -15.5 | x
COc1ccc(C(=O)NC2CCN(S(=O)(=O)c3ccccc3F)CC2)cc1 | -0.3 | 0.7 | -18.6 | -0.8 | 11.6 | -3.1 | -4.3 | x
COc1ccc(NC(=O)CCNS(=O)(=O)c2ccc3c(c2)CC(C)N3C(C)=O)cc1 (configuration not stated) | -2.6 | 2.0 | 7.7 | -7.4 | -8.7 | 1.7 | -4.8 | x
Cc1cccc(OCCCC(=O)NCC(=O)Nc2cccc(C)c2C)c1 | -0.1 | -1.4 | 1.3 | -15.7 | 2.9 | -8.6 | -9.4 | 0.0
C#CCOCCOCCOCCNc1nc(N2CCN(C(=O)C([C@@H](C)CC)n3cc(C(N)CC(C)C)nn3)CC2)nc(N2CCN(C(=O)[C@H](CCC(=O)O)n3cc(C(N)[C@H](C)CC)nn3)CC2)n1 (some centres not stated) | -0.4 | -12.1 | 2.6 | -5.9 | -9.7 | -1.4 | -14.3 | 0.0
COc1ccc(CN2CCNC(=O)C2CC(=O)NC2CCCC2)c(C)c1C (configuration not stated) | -1.9 | -2.4 | -3.3 | -25.7 | 1.4 | 1.5 | -2.9 | x
CNC[C@@H]1Oc2c(N)cccc2C(=O)N([C@H](C)CO)C[C@H]1C | -5.8 | 1.9 | -2.2 | 4.8 | 1.2 | -6.0[16.7 µM] | 9.2 | 0.0
COc1ccc(Cl)cc1NC(=O)N1CCN(c2ccccc2OC)CC1 | -2.5 | 1.3 | 5.0 | -3.9 | 2.4 | x | 4.3 | 0.1
O=C(N[C@H]1C=C[C@H](CC(=O)N2CCc3ccccc3C2)O[C@H]1CO)C1CCC1 | 5.6 | -0.7 | -0.1 | 8.7 | 14.0 | x | -0.1 | -0.1
CCOc1ccc2c(c1)sc(N)[n+]2Cc1cc(C)cc2cccnc12 | 7.5 | x | -3.9 | x | -4.7 | 52.4 | 13.8 | 2.3
CCOc1ccc2[nH]cc(C(=O)NCCc3ccccc3)c(=O)c2c1 | -1.6 | -0.2 | 1.9 | -60.9 | x | x | 3.2 | x
O=C(NCC1CCCO1)c1ccccc1OCc1ccc(Cl)cc1 (configuration not stated) | -2.8 | 2.7 | 3.7 | -4.5 | -8.1 | -0.9 | 0.0 | 2.4
COc1ccc(CN(C)C[C@@H]2OCCCC[C@@H](C)Oc3ccc(NS(=O)(=O)c4ccc(Cl)cc4)cc3C(=O)N([C@@H](C)CO)C[C@@H]2C)cc1 | 1.2 | -3.4 | -1.2 | 55.6* | -8.9 | -1.8[16.7 µM] | -8.8 | x
SMILES | Cneo AK release | ERAP1 inh | PglD inh | RAD52 inh | PGC1a acetyl inh | miR122 inh | RAD54 branch | E-selectin induc
CC1CCN(C(=O)c2[nH]cnc2C(=O)N2CCN(c3ccccc3)CC2)CC1 | -1.2 | x | -0.7 | 3.0 | 11.7 | 1.2 | 1.4 | 0.2
Cn1nccc1NC(=O)Nc1ccccc1 | -0.9 | x | 0.4 | x | -8.6 | 17.0 | 0.2 | x
COc1ccccc1C(=O)NCCN1CCCC1 | 0.4 | -0.3 | -4.8 | -4.6 | x | -16.2 | -2.0 | 1.4
Cc1cc(Cl)ccc1NC(=O)CN1C(=O)NC2(CCCc3ccccc32)C1=O (configuration not stated) | x | 1.2 | x | -12.4 | 1.8 | 2.1 | x | 0.3
Cc1nnc(NN)n(N)c1=O | 0.4 | 3.8 | 8.4 | -5.8 | 18.6 | 3.6 | 2.7 | 0.1
O=C(CCC(=O)Nc1ccccc1)N/N=C/c1cccnc1 | -0.9 | 2.6 | -1.8 | -7.6 | 3.8 | -0.9 | -1.0 | -0.2
CC(C)c1ccc(-c2csc3ncnc(N4CCN(C)CC4)c23)cc1 | 0.1 | 1.0 | -0.6 | 21.0 | 0.6 | -10.6 | -1.3 | x
Cc1[nH]c(=O)c(S(=O)(=O)c2ccccc2)c(C)c1Cl | -1.2 | 1.7 | -1.5 | -14.2 | 11.8 | 3.1 | 0.9 | 0.4
CC(C)[C@H](NC(=O)c1ccccc1Cl)C(=O)OCC(=O)Nc1ccc(S(=O)(=O)N2CCOCC2)cc1 | -0.3 | -0.1 | -2.9 | -12.2 | 2.6 | 0.4 | 8.9 | 0.6
CC1(C)O[C@@H]2[C@H](O1)[C@@H](COS(=O)(=O)O)O[C@H]2n1cc(Br)c(=O)[nH]c1=O | 0.7 | -0.2 | -6.6 | -14.8 | 7.4 | -0.5 | -4.6 | -0.1
CCc1nc2ccc(C(=O)NCc3ccc(OC)cc3)cn2c1N(C)Cc1ccc(OC)cc1 | -0.4 | -0.1 | -8.6 | -38.0 | -8.2 | -0.8 | -8.9 | 0.3
Cc1ccc(-n2c(SCC(=O)Nc3cccc(S(=O)(=O)NC4=NCCCCC4)c3)nc3ccccc3c2=O)cc1C | -0.5 | x | 8.6 | x | -7.7 | -2.0 | 1.8 | x
COc1cccc(CNC(=O)CCCSc2ccccc2)c1 | 4.3 | -4.1 | 3.1 | -12.8 | 3.3 | 2.9 | -11.5 | x
CSc1ccc(CN(C)C(=O)c2cc(S(=O)(=O)NCc3ccccc3)ccc2C)cc1 | 1.6 | 5.0 | -6.3 | -9.7 | x | x | -2.6 | x
O=C(NC1CCCCC1)C(c1ccco1)N(C(=O)c1csnn1)c1cccc(Cl)c1 (configuration not stated) | -2.7 | -5.0 | 5.1 | -2.9 | -16.1 | -2.2 | -1.8 | 0.1
CCc1ccccc1NC(=O)C(Cc1ccccc1)c1nn[nH]n1 (configuration not stated) | -2.1 | 2.7 | 6.9 | 1.8 | -8.6 | 1.5 | 1.2 | 0.3
CC(=NNC(=O)c1ccc2nc[nH]c2c1)c1ccc(Br)cc1 | -1.0 | -2.0 | -4.7 | -21.4 | -1.6 | -6.7 | 1.0 | 0.1
O=C(Cc1ccccc1)Nc1ccc(C(=O)NCC2COc3ccccc3O2)cc1 (configuration not stated) | 3.9 | x | 8.1 | x | x | -13.2 | -1.6 | x
CC(=O)n1cc([C@H]2C=C(C(=O)N3CCN(Cc4ccccc4)CC3)O[C@@H](OCc3ccc(CO)cc3)C2)c2ccccc21 | -0.4&-9.6 | -1.2&4.2 | -3.2 | -105.6&-62.1 | -3.3 | x | -9.8 | x
Cc1cc(C)cc(C(O)c2ncc(-c3cccc(C(F)(F)F)c3)[nH]2)c1 (configuration not stated) | 0.9 | -1.4 | 3.9 | -13.5 | -4.4 | 15.2 | -12.3 | -0.1
CCC(=O)N1CC2(C1)[C@H](c1ccc(-c3ccc(C#N)cc3)cc1)[C@@H](CO)N2C(C)=O | x | 1.6 | x | -9.9 | 10.8 | x | x | -0.1
CN(C)S(=O)(=O)c1ccc(Cl)c(NC(=O)COc2ccccc2[N+](=O)[O-])c1 | -1.3 | 0.5 | -3.6 | -15.6 | -2.5 | -1.6 | 1.8 | -1.2
CCN(CC)S(=O)(=O)c1ccc(N2CCCC2)c(NS(=O)(=O)c2ccc(F)cc2)c1 | -2.2 | -1.3 | -3.2 | -23.5 | 3.1 | 19.8 | 0.2 | 0.0
CC(C)(C)Nc1c(N)c(=O)oc2ccccc12 | 2.3 | x | -1.7 | x | -4.0 | 0.8 | -7.9 | x
CC(C)(CC(=O)O)CC(=O)N1CCN(c2nc3ccc(Cl)cc3s2)CC1 | -1.7 | x | -2.3 | x | 4.3 | x | -10.5 | x
COc1cccc(C(=O)/C=C/c2ccc(OCC#N)c(OC)c2)c1 | 11.0 | x | 0.4 | x | -183.2 | 4.6 | 2.4 | x
O=C(OC1CCOC1=O)c1cc(-c2ccccc2)nc2ccccc12 (configuration not stated) | -0.7 | x | -1.1 | x | x | 32.1 | 3.5 | x
CSc1ccc(Cn2c(C)c(C(=O)NCc3ccccc3C(F)(F)F)sc2=O)cc1 | -0.2 | x | -3.7 | -15.6 | x | x | 5.8 | x
O=C(Nc1ccc(N2CCOCC2)cc1)c1ccc(-c2ccccc2[N+](=O)[O-])o1 | -4.5 | -4.0 | -9.3 | -1.9 | 8.1 | x | 3.3 | 0.2

5 of the compounds above, as tab-separated lines:
Structure	Cneo AK release	ERAP1 inh	PglD inh	RAD52 inh	PGC1a acetyl inh	miR122 inh	RAD54 branch	E-selectin induc
O=C(NC1CCCCC1)C(c1ccco1)N(C(=O)c1csnn1)c1cccc(Cl)c1 (configuration not stated)	-2.7	-5.0	5.1	-2.9	-16.1	-2.2	-1.8	0.1
CCc1ccccc1NC(=O)C(Cc1ccccc1)c1nn[nH]n1 (configuration not stated)	-2.1	2.7	6.9	1.8	-8.6	1.5	1.2	0.3
CC(=NNC(=O)c1ccc2nc[nH]c2c1)c1ccc(Br)cc1	-1.0	-2.0	-4.7	-21.4	-1.6	-6.7	1.0	0.1
O=C(Cc1ccccc1)Nc1ccc(C(=O)NCC2COc3ccccc3O2)cc1 (configuration not stated)	3.9	x	8.1	x	x	-13.2	-1.6	x
CC(=O)n1cc([C@H]2C=C(C(=O)N3CCN(Cc4ccccc4)CC3)O[C@@H](OCc3ccc(CO)cc3)C2)c2ccccc21	-0.4&-9.6	-1.2&4.2	-3.2	-105.6&-62.1	-3.3	x	-9.8	x

Screening results as filed in PubChem BioAssay.
